Screening results from PubChem.
TROY NFkB inh = inhibitors of TROY-driven NF-kB signaling, primary screen, Q293 LMP1-TROYcd cells, NF-kB luciferase, uHTS. 0.98% of 360,000 active. Q293 LMP1-TROYcd NF-kB luciferase reporter, 4 h. AID 1347056, 2019. inhibition, % at 10 µM;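 active means compounds whose plate-normalised and pattern-corrected inhibition of the luciferase reporter signal at the single screening dose is 50% or more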
NR5A2 inv ag = LRH-1 (NR5A2) inverse agonists, primary screen, cell-based, luminescence, HEK293T, StAR-luciferase reporter | 0.13% of 360,000 active | inhibition, % at 3.6 µM | AID 602396, 2012 | LRH-1 transfected, 24 h;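 active means inhibition above the mean inhibition of all tested compounds plus 3 SD, cut at about 73% in these data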;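 further: 0% = DMSO wells and 100% = reporter-only cells lacking LRH-1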
TWEAK Fn14 block = inhibitors of TWEAK-Fn14 signaling, primary screen, luciferase reporter cells, uHTS; TWEAK-stimulated Fn14 reporter cells, luciferase luminescence, 8 h; inhibition, % at 10 µM; 2% of 360,000 active; AID 1159606, 2016; in the data active means inhibition above about 50%
SRC1 inh = SRC1 coactivator transcriptional activity inhibitors, primary screen, cell-based, luminescence | Nuclear receptor coactivator 1 (Homo sapiens), Q15788 | HEK293 GAL4-SRC1 luciferase reporter | inhibition, % at 3.6 µM | 0.12% of 360,000 active;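 active means inhibition above the campaign mean plus 3 SD, with each screening campaign given its own cutoff, cut at about 60% in these data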;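 further: 0% = DMSO treated cells and 100% = gossypol at 36 µM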
LMP1 NFkB inh = EBV LMP1-driven NF-kappaB luciferase reporter inhibitors, primary screen, cell-based, luminescence, single point. inhibition, % at 12.5 µM. 0.69% of 350,000 active. AID 504558, 2011. LMP1-induced NF-kappaB luciferase reporter cells; in the data active means inhibition above about 41%;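 further: 0% = neutral control wells and 100% = reference inhibitor control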
C8 TRAIL sens = viability loss with TRAIL in NB7+C8 cells, primary screen, TRAIL sensitizer project, cell-based, ATPlite luminescence; inhibition (viability loss, TRAIL sensitization), % at 10 µM; 1% of 360,000 active;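 active means compounds causing at least 50% loss of cell viability in the single-dose screen, relative to plate controls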
SRC2 inh = inhibition of GAL4-SRC2 driven luciferase reporter, primary screen, SRC2 inhibitor project, cell-based, luminescence; Nuclear receptor coactivator 2 (Homo sapiens), Q15596; HEK293 GAL4-SRC2 luciferase reporter; inhibition, % at 9 µM; 0.17% of 370,000 active; AID 651957, 2012;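 active means inhibition above the mean inhibition of all tested compounds plus 3 SD, set per campaign, cut at about 52% in these data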;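 further: 0% = DMSO treated cells and 100% = cells given Gossypol at 36 µM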
COUP-TFII inh = NR2F2 transcriptional activity inhibitors, primary screen, cell-based, luciferase reporter, HEK293T, luminescence. COUP transcription factor 2 (Homo sapiens), P24468. HEK293T NGFI-A luciferase reporter. inhibition, % at 8.6 µM. 0.7% of 370,000 active. AID 686940, 2013;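 active means inhibition above a per-plate cutoff, mean inhibition of test wells between control levels plus 3 SD, cut at about 38% in these data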;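 further: cells cotransfected with COUP-TFII expression vector driving the NGFI-A reporter; 0% = median of COUP-TF2 test wells and 100% = reporter-only cells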
KKLEB cytotox = cytotoxicity in KKLEB CF airway cells, primary screen, cytotoxicity control for CF NF-kB inhibitor project, cell-based, uHTS, fluorescence assay plates | 0.36% of 360,000 active | KKLEB CF airway cells viability, ATPlite luminescence, overnight; stronger effect = lower value; cells stimulated with P. aeruginosa culture filtrate | activity change (cytotoxicity), % at 5 µM;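 active means corrected activity change at or below -50% at 5 µM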
CF NFkB inh = inhibitors of PAF-induced NF-kB signaling, primary screen, cell-based, GFP fluorescence, uHTS | KKLEB NF-kB-GFP reporter, GFP fluorescence overnight | AID 588850, 2011 | inhibition, % at 5 µM | 0.86% of 360,000 active;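 active means at least 50% inhibition at 5 µM, scaled per plate between neutral and stimulator controls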;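 further: PAF is a Pseudomonas aeruginosa culture filtrate used as stimulus; plate controls were PAF-stimulated DMSO wells for no effect and unstimulated DMSO wells for full effect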
SRC3 inh = SRC3 coactivator transcriptional activity inhibitors, primary screen, cell-based, luminescence. Nuclear receptor coactivator 3 (Homo sapiens), Q9Y6Q9. HEK293 GAL4-SRC3 luciferase reporter. inhibition, % at 3.6 µM. 0.17% of 360,000 active;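 active means inhibition above a per-campaign cutoff, the mean of all compounds plus 3 SD, cut at about 60% in these data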;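 further: 0% = DMSO-treated cells and 100% = gossypol-treated cells at 36 µM; higher means less SRC3-driven luciferase light from the GAL4 reporter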
Starred values were filed as active, the others as inactive; nt = not tested or not shown.

compound | TROY NFkB inh | NR5A2 inv ag | TWEAK Fn14 block | SRC1 inh | LMP1 NFkB inh | C8 TRAIL sens | SRC2 inh | COUP-TFII inh | KKLEB cytotox | CF NFkB inh | SRC3 inh
CC1CN(C(=O)c2cc3cc(Cl)ccc3[nH]2)CC(C)O1 (stereo unspecified) | 15 | 0 | -12 | -20 | -8 | 10 | -13 | 4 | 5 | 9 | -12
O=C(O)CCC(=O)NNC(=O)COc1ccc(Cl)cc1Cl | -7 | 1 | -19 | -8 | -4 | -14 | 15 | -17 | 8 | -17 | 11
CCS(=O)(=O)NC(C)C(c1cccs1)N1CCN(c2ccc(OC)cc2)CC1 (stereo unspecified) | 22 | -2 | 4 | 14 | 1 | 6 | 8 | 5 | 19 | -18 | -10
O=C(NCCSc1ccc(Cl)cc1)c1ccc(CN2CCOCC2)cc1 | 13 | 4 | 16 | -11 | 3 | 11 | 21 | 10 | 4 | -1 | 5
O=C(O)c1ccccc1-c1nc2ccccc2[nH]1 | 6 | -50 | -22 | -15 | -12 | 16 | -35 | -17 | -3 | -2 | -26
COc1ccccc1-c1ccc2c(c1)C(C)(Cc1ccccc1C#N)C(=O)N2 (stereo unspecified) | 15 | 3 | 12 | 8 | nt | -27 | 2 | 19 | 7 | -5 | -1
C=CCn1cc(C(C)=O)c(=O)[nH]c1=O | 11 | -15 | 1 | -7 | -5 | -7 | -6 | 3 | 19 | -17 | 2
Cc1cccc(C)c1Nc1c(-c2ccsc2)nc2ncccn12 | -9 | 6 | 19 | -24 | -1 | -3 | -61 | 7 | -6 | 2 | 15
CCc1ccc(N(C2C=CS(=O)(=O)C2)S(=O)(=O)c2ccc(C)cc2)cc1 (stereo unspecified) | -12 | 8 | -5 | 15 | -1 | 2 | -29 | -4 | 0 | 4 | -2
C=CCNc1oc(-c2cccc(F)c2)nc1C#N | -6 | 9 | 19 | 3 | 0 | -7 | -17 | -2 | 0 | 17 | 10
O=C(CSC1=NS(=O)(=O)c2ccccc2N1)NCCc1ccccc1 | -7 | 16 | -8 | 23 | -5 | -11 | 16 | 2 | 10 | -26 | 21
Cc1cc(CNC(=O)c2ccc3nc(Cc4ccccc4F)oc3c2)nn1C | -49 | -81 | -12 | -80 | -33 | 7 | -26 | -48 | -4 | -10 | -133
O=C(NCC1CCCN1S(=O)(=O)c1cccs1)c1ccc(Cl)cc1 (stereo unspecified) | 1 | -12 | -15 | -3 | -7 | 1 | -31 | 4 | 1 | -24 | -7
FC(F)(F)c1cccc(-c2cc3nc(NC4CCCCC4)ccn3n2)c1 | -27 | -31 | -12 | -20 | nt | 13 | -33 | -14 | -38 | 20 | -28
CCc1ccc2[nH]c(=O)c(C(c3nnnn3Cc3ccco3)N3CCC(C)CC3)cc2c1 (stereo unspecified) | 5 | 9 | 0 | -14 | 8 | -17 | 10 | 10 | -2 | -3 | 6
O=C(Cc1c(F)cccc1Cl)Nc1ccccc1C(=O)N1CCCCC1 | 8 | 10 | 1 | -6 | -2 | 0 | 8 | 6 | 1 | 6 | 18
Cc1ccc(CN2C(=O)CSC2c2ccc(F)cc2)cc1 (stereo unspecified) | 5 | -3 | -2 | -6 | -4 | 21 | 14 | 13 | -6 | 5 | 5
CC(C)CN(C(=O)c1ccc(N2CCCC2=O)cc1)C1CCS(=O)(=O)C1 (stereo unspecified) | -36 | -20 | -6 | -1 | 1 | -7 | 12 | 11 | 4 | -11 | 5
Cc1cc(NC(=O)c2cc(-c3ccccn3)nc3ccccc23)no1 | -2 | -12 | 13 | 5 | 3 | 1 | 4 | 17 | 1 | -20 | 16
CC1(C)CC(=O)C(/C=N/c2ncccc2C(=O)O)=C(O)C1 | 5 | 17 | 7 | -8 | 2 | 10 | -20 | -10 | 8 | 4 | -12
Cn1c(=NC(=O)CCS(=O)(=O)c2ccccc2)sc2cc(F)ccc21 | -49 | -4 | -13 | -10 | 9 | -5 | -24 | 21 | 12 | -25 | -20
Cc1cc2c(cc1S(=O)(=O)NCc1ccccc1)n(C)c(=O)c(=O)n2C | 5 | 23 | -2 | 8 | -3 | -15 | -3 | -6 | -3 | 4 | 19
Cc1ccc(SCC(=O)N2CC(C)OC(C)C2)cc1 (stereo unspecified) | -13 | -1 | 14 | -36 | 1 | 1 | 3 | 19 | -7 | 4 | -8
C/C(=N\NC(=O)c1cccs1)c1ccncc1 | -45 | -164 | -32 | -75 | -2 | 0 | -48 | -47 | 0 | -1 | -65
COc1ccccc1C1/C(=C(/O)c2ccc(C)cc2)C(=O)C(=O)N1CCN1CCOCC1 (stereo unspecified) | 0 | 8 | -13 | -3 | 4 | -9 | 6 | 0 | 12 | 0 | 9
O=c1cc(CN2CCN(c3ccccc3O)CC2)nc2sccn12 | 8 | -4 | -3 | -5 | 9 | 3 | -3 | 5 | 2 | 11 | -2
O=C(CN1CCN(c2ccccn2)CC1)Nc1ccc(Cl)c(C(F)(F)F)c1 | 17 | 12 | 14 | -12 | 2 | 1 | -31 | 4 | 6 | 9 | 20
Cc1cccc(CN2CCN(C3CN(C4CCCCC4)S(=O)(=O)C3)CC2)c1 (stereo unspecified) | 6 | 23 | 3 | 14 | nt | 8 | 11 | 9 | 3 | -18 | 2
COc1cccc(NC(=O)Cc2cccs2)c1 | -18 | -5 | 1 | -18 | -7 | -14 | -30 | 4 | 6 | -11 | -19
CCOC(=O)c1c(N)n(-c2ccc(N)cc2)c2nc3ccccc3nc12 | 21 | 16 | -29 | -6 | 2 | -9 | 10 | -6 | -8 | 4 | 9
Cc1ccccc1C(=O)N1CCC(C(=O)Nc2nccs2)CC1 | 2 | -6 | 8 | -10 | 4 | -2 | -1 | -9 | 10 | -12 | 15
CC1CCN(CCNC(=O)C2CCCN(S(=O)(=O)c3cccc4nonc34)C2)CC1 (stereo unspecified) | 8 | -13 | 10 | -6 | -9 | 5 | 11 | 9 | 3 | 12 | -4
CC(=O)N1CCC(=NNC(=O)CSc2cc(C)c(Br)cc2C)CC1 | 23 | -8 | 22 | -2 | 6 | -8 | 16 | -39 | -4 | 14 | 7
COc1ccc(CNC(=O)CCC(=O)Nc2nnc(C(F)(F)F)s2)cc1 | 4 | -5 | 7 | -9 | 1 | 11 | 8 | 12 | -1 | 26 | 2
CC(=O)CSc1nnc2cc(C)c3ccccc3n12 | 0 | -17 | -5 | 11 | -3 | 9 | -2 | -8 | -3 | -27 | 6
CCNc1nc(NCC)nc(N/N=C/c2ccc([N+](=O)[O-])o2)n1 | 12 | 1 | -8 | 12 | 2 | 14 | 11 | 1 | -5 | 7 | 2
Cc1ccc(OCC(=O)Nc2cc(Cl)ccc2-n2cncn2)c(C)c1 | 27 | -17 | 14 | -26 | 23 | 2 | -25 | -3 | -16 | 13 | -26
COc1ccc(/C=C2/CCCC(CN(C)C)C2=O)cc1 (stereo unspecified) | -1 | -11 | -19 | -17 | -34 | 25 | -2 | 7 | 2 | -20 | -31
COc1ccc(S(=O)(=O)N(C)CC(=O)Nc2ccccc2C(F)(F)F)cc1 | 9 | 28 | 5 | 14 | 2 | -7 | -14 | 8 | 6 | -5 | 16
COCc1c(C(=O)N2CCN(Cc3c(F)cccc3Cl)CC2)oc2ccccc12 | 9 | 4 | 21 | 13 | -5 | -2 | 19 | -5 | 7 | 7 | -17
CCCCNC(=O)COC(=O)c1c2c(nc3ccccc13)/C(=C\c1cccs1)CC2 | -24 | 44 | 33 | 10 | -68 | 28 | 7 | 28 | -27 | 0 | -4
Cc1ccc(CSc2nnc(-c3cccs3)n2C)cc1 | -23 | 5 | -26 | -11 | -5 | 5 | -10 | 7 | -2 | -2 | -7
O=C(Nc1ccc(Cl)c(C(F)(F)F)c1)C1Cc2c(-c3ccc4c(c3)OCO4)ccnc2O1 (stereo unspecified) | 28 | 16 | 8 | -8 | nt | -10 | -10 | 19 | -28 | 5 | 6
Cc1noc(C)c1COc1ccccc1C(=O)NNC(=O)c1ccc(F)cc1 | -9 | -23 | -9 | 15 | -3 | 1 | -24 | 7 | 2 | -7 | 10
O=C(O)c1ccc(Cl)c(S(=O)(=O)Nc2cccc(C(=O)Nc3cccc(C(F)(F)F)c3)c2)c1 | 0 | -12 | -8 | -17 | -5 | 4 | -13 | -11 | 0 | 2 | -3
CCOc1ccc(N2CC(C(=O)Nc3cccc(C)c3C)CC2=O)cc1 (stereo unspecified) | 7 | -6 | -9 | -16 | -7 | -19 | 21 | 10 | 4 | -6 | -3
Clc1ccc(-c2nc3ccccc3[nH]2)cn1 | -82 | -44 | -18 | -26 | -8 | 2 | -29 | -3 | 20 | -11 | -6
CC(=O)Nc1cccc(NC(=O)C2CC(=O)N(C3CCCCC3)C2)c1 (stereo unspecified) | -5 | -4 | 4 | 12 | -8 | 12 | 0 | 1 | 4 | 4 | -11
Cc1ccc(C(C)C)c(OCc2ccc(C(=O)N/N=C/c3ccc(O)cc3O)cc2)c1 | -7 | 45 | 27 | 67* | 17 | 40 | 64* | 13 | -10 | 14 | 70*
O=C(NCC1(O)CCCCC1)C1CCC(=O)N(Cc2cccc(C(F)(F)F)c2)C1 (stereo unspecified) | -4 | 6 | 12 | -24 | -2 | -5 | -10 | -8 | 8 | 2 | -5
COc1cc(/C=C2/S/C(=N/S(=O)(=O)c3ccccc3)NC2=O)c([N+](=O)[O-])cc1OC | 0 | 5 | 1 | 9 | 6 | 9 | -4 | 19 | 3 | 5 | 8
C=CCc1cccc(CNc2cnc3ccccc3c2)c1O | 35 | 16 | 22 | 4 | 7 | 20 | 27 | 47* | -17 | 13 | -12
COc1ccccc1N1CCN(c2nc3ccccc3nc2C(C#N)C(=O)OC(C)C)CC1 (stereo unspecified) | 29 | 2 | 41 | 1 | 12 | 12 | -19 | 27 | -7 | 20 | -3
